High-throughput results: PubChem BioAssay, National Center for Advancing Translational Sciences (NCATS)
HTT cytoprotect: cytoprotection in Huntington HTT-Q103 PC12 cell model. PC12 HTT-Q103 induced, cytoprotection, ATP luminescence, 40 h. Potency, µM (top dose mostly 56.4 µM), inactives show cytoprotection (ATP increase), usual class: activators. actives 0.14% (n = 230,000). AID 1471;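 note: % of control where 0% means no effect; nearly all actives have a fitted effect of over 45% in size; toxic huntingtin expression switched on by the ecdysone agonist tebufenozide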
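PC12 cells with ecdysone-inducible HTT exon 1 Q103-GFP, induced with 100 nM tebufenozide and co-treated with library compounds in a dose series (1536-well, 1500 cells/well). Cytoprotection read as ATP content by ATPlite luminescence.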
Tau fluor counter: counter-screen for tau fibril formation inhibitors; tau K18 P301L Alexa594 fluorescence, heparin fibrillization; Potency, µM (titrated, usually from 57.7 µM), for the others: top-dose activity change, negative = decrease; actives 0.93% (n = 280,000); note: % is set by controls: 0 for no effect and ±100 for the full control effect; nearly all actives have a fitted effect of over 55% in size
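Human tau K18 P301L (15 uM unlabeled, 0.24 uM Alexa 594-labeled) in 100 mM sodium acetate pH 7 with 20 uM heparin, 6 hr at 37 C. ThT 30 uM added, 1 hr ambient; Alexa 594 FP and total fluorescence read at 555/632 nm.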
GAA inh: blocks human lysosomal alpha-glucosidase. P10253. purified human GAA, 4-MU-alpha-glucoside fluorescence. Potency, µM (series often up to 76.9 µM), for inactives: at the highest dose activity change, negative = inhibition, usual class: inhibitors. actives 0.005% (n = 200,000). AID 1466;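 note: plate controls were uninhibited enzyme wells for no effect and no-enzyme background for full effect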
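Fluorescence at Ex 365/Em 440 nm from 4-methylumbelliferone reported enzyme activity after 20 min at room temperature. Reactions used 4 nM enzyme and 400 uM substrate at pH 5.0; curves fitted with the Hill equation.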
GAA glycogen mod: inhibitors or activators of human alpha-glucosidase glycogen cleavage. actives 0.38% (n = 300,000). P10253. recombinant GAA, glycogen substrate, Amplex Red glucose oxidase fluorescence. Potency, µM (doses to about 76.4 µM), for the others: top-dose activity change, negative = inhibition, usual class: inhibitors;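 note: 0% = full enzyme reaction and -100% = no-enzyme basal signal; the screen sought inhibitors and activators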
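Recombinant enzyme (4 nM final) with compounds titrated up to 77 uM and bovine liver glycogen (30 ug) in citrate pH 5.0, 0.01% Tween-20, 37 C 40 min. Released glucose detected by Amplex Red/glucose oxidase (Ex 573/Em 610); AC50 from Hill fits.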
aGal spleen mod: inhibits or activates alpha-galactosidase in human spleen homogenate. actives 0.008% (n = 240,000). AID 2107. human spleen homogenate, 4MU-alpha-Gal fluorescence, 40 min. Potency, µM (titrated, usually from 80 µM), for inactives: top-dose activity change, negative = inhibition, most hits filed as inhibitors. P06280;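 note: 0% = enzyme with vehicle and -100% = no enzyme basal signal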
Target sequence (P06280 32-429 limits assumed): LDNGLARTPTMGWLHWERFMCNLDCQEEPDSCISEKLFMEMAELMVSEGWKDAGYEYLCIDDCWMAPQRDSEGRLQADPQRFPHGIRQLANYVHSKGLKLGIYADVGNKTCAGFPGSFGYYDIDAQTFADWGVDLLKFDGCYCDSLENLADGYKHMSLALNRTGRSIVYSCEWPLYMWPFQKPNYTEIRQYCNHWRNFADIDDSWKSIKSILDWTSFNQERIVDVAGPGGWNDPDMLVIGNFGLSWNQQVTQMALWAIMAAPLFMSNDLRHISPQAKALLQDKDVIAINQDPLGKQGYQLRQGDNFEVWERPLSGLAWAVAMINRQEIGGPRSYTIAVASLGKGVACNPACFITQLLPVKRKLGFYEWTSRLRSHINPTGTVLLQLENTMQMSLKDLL
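qHTS titration in buffer at pH 5.0. Alpha-galactosidase activity in spleen homogenate was measured via 4-methylumbelliferone release from 1 mM fluorogenic substrate after 40 min at 37C and a pH 10 stop. AC50 came from Hill fits of control-normalized data.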
Tau ThT inhib: blocks human tau fibril formation measured by thioflavin T; P10636; recombinant tau K18 P301L (four-repeat tau fragment), heparin-induced fibrillization, ThT fluorescence; Potency, µM (top dose mostly 57.4 µM), for the others: at the top dose activity, negative = inhibition, actives largely listed as inhibitors; actives 2.1% (n = 270,000); AID 1460; note: % is set by controls: 0 for no effect and ±100 for the full control effect; nearly all actives have a fitted effect of over 55% in size
Target sequence (P10636 561-689 P618L limits assumed): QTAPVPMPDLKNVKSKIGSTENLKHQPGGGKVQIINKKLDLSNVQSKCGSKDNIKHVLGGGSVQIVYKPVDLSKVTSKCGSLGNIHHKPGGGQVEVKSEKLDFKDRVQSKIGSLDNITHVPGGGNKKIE
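In this qHTS, human K18 P301L tau is incubated with compound and heparin for 6 hr at 37 C, and Thioflavin T fluorescence then reports fibril load.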
aGlu spleen mod: lysosomal alpha-glucosidase (human) modulation | P10253 | human spleen homogenate, 4-MU-alpha-glucoside fluorescence | Potency, µM (titrated, usually from 79.9 µM), for the others: at the top dose activity change, negative = inhibition, actives largely listed as inhibitors | actives 0.006% (n = 240,000);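 note: 0% = enzyme with vehicle and -100% = no enzyme basal signal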
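Enzyme source: human spleen homogenate, 1 ug/well. Buffer 50 mM citric acid/K phosphate pH 5.0, 0.01% Tween-20. 4-MU-alpha-glucoside 1 mM; 37 C x 40 min; NaOH/glycine stop; fluorescence.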
Tau FP inhib: tau fibrillization inhibition (FP); P10636; K18 P301L tau heparin fibrillization, Alexa594 FP, 6 h; Potency, µM (doses to about 57.7 µM), for inactives: top-dose activity, negative = inhibition, most hits filed as inhibitors; actives 0.39% (n = 280,000); note: % is set by controls: 0 for no effect and ±100 for the full control effect; nearly all actives have a fitted effect of over 55% in size
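Recombinant K18 P301L […], labeled with Alexa 594 at 0.24 uM over 15 uM unlabeled; heparin inducer 20 uM final; 37 C, 6 hr; FP endpoint.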
* = called active by the depositor; ? = inconclusive; nt = no result given; & = joins results of further samples; [ ] = dose if it differs, or a comment. Calls come from the whole dose curve; as a rule, active = well fitted curve in the direction sought with a large enough effect; inconclusive = small, poorly fitted or top-dose-only effect, or another doubt; inactive = no such curve, though single readings can be large; an effect the other way counts as inactive or inconclusive. Potency is the fitted concentration of half-maximal effect.

cpd	SMILES	HTT cytoprotect	Tau fluor counter	GAA inh	GAA glycogen mod	aGal spleen mod	Tau ThT inhib	aGlu spleen mod	Tau FP inhib
1	O=C(Nc1cc(C(F)(F)F)ccc1N1CCCCC1)c1ccco1	6%	-2%	-5%	0%	4%	-3%	3%	-5%
2	CO/N=C/c1ccc(OC)c(Oc2nc(OC)cc(OC)n2)c1	-75%[inhibitor]	-6%	2%	-15%	-7%	-4%	-4%	-3%
3	CC(C)[C@H](NC(=O)c1ccco1)C(=O)OCc1cc(=O)n2c(n1)sc1ccccc12	15%[10 µM]	-3%	nt	-2%	1%	-11%	-3%	2%
4	CCOc1cc2[nH]c(=O)n(Cc3ccc(C(=O)NCCOC)cc3)c(=O)c2cc1OCC	-14%[10 µM]	3%	-7%	6%	0%	13%	-4%	7%
5	COc1cccc(CC2(CO)CCCN(Cc3ccc4c(c3)OCCO4)C2)c1 (stereo not drawn)	-9%[10 µM]	-15%	-4%	11%	-4%	-12%	-1%	0%
6	Oc1ccc(O)c(Cc2nc3ccccc3[nH]2)c1	-72%[inhibitor]	?	6%	?	-5%	?	-7%	-6%
7	COc1ccc(C(=O)CN2CCN(S(=O)(=O)c3cccc([N+](=O)[O-])c3)CC2)cc1OC	299%[10 µM]	-11%	-6%	-3%	2%	?	-2%	-5%
8	CC(C)N1CCc2c(sc(NC(=O)c3ccc(S(=O)(=O)N4CCOCC4)cc3)c2C#N)C1	-11%	1%	?	5%	4%	-16%	1%	-7%
9	CCNC(=S)NNC(=O)c1csc2c1CCCC2	-7%	0%	-1%	?	-9%	-1%	-17%	-1%
10	COC(=O)CCC(NC(=O)OCc1ccccc1)C(=O)NC(CC(C)C)C(=O)OC (stereo not drawn)	-33%[inhibitor]	0%	1%	3%	-1%	4%	-14%	3%
11	Cc1ccc(S(=O)(=O)N2c3ccccc3-c3c(ssc3=S)C2(C)C)cc1	17%[10 µM]	?	-3%	-2%	9%	?	-21%	-2%
12	CN1CCN(CCC(=O)Nc2ccc(F)c(F)c2)CC1	6%	-15%	5%	-2%	6%	-2%	-3%	?
13	CCCCc1ccc(NC=C2C(=O)OC3(CCCCC3)OC2=O)cc1	-21%	-4%	3%	5%	0%	-15%	-3%	3%
14	Cc1ccccc1NC(=O)c1nc[nH]c1C(=O)NCc1ccccc1	-25%[0.074 µM]	?	-3%	6%	-2%	11%	-7%	?
15	CCc1ccc(S(=O)(=O)c2cn(Cc3ccc(OC)cc3)c3cc(OC)c(OC)cc3c2=O)cc1	nt	-18%	nt	8%[76.3 µM]	nt	-10%	nt	-6%
16	CCOc1ccccc1N/C(=C(/C(Cl)=C(Cl)Cl)[N+](=O)[O-])n1cncn1	-15%	-25%	-9%	1%	1%	?	-4%	-4%
17	Cc1cccc(C)c1NC(=O)N1CCC(N2CCCCC2)CC1	-25%	-2%	3%	1%	-11%	-4%	-20%	-11%
18	C[N+](C)(C)CCCCCCC(=O)/C=N/O	5%[10 µM]	15%	3%	-4%	1%	6%	1%	-3%
19	CCOC(=O)CSc1ncnc2c1c(-c1ccccc1)cn2-c1ccc(OC)cc1	8%[10 µM]	?	4%	-1%[76.3 µM]	8%	-5%&-10%	1%	-8%&-9%
20	CCOC(=O)C1CCCN(S(=O)(=O)c2ccc(OC)c3ccccc23)C1 (stereo not drawn)	-20%	-12%	-10%	-10%	4%	2%	-4%	-1%
21	Cc1c(C#N)c(NC(=O)c2ccccc2)n(Cc2ccccc2)c1C	6%[10 µM]	-11%	3%	-26%	0%	-12%	-4%	5%
22	O=C1NC(=Nc2ccc3ccccc3c2)S/C1=C/c1ccco1	-42%[inhibitor]	?	3%	-20%	1%	14µM*	-11%	?
23	COc1ccccc1CNC(=O)c1cc(=O)c2ccccc2o1	-25%	-8%	-3%	7%	-5%	-5%	3%	3%
24	O=C(CCS(=O)(=O)c1cccc2nonc12)Nc1cccc(F)c1	nt	-18%	nt	18%[76.3 µM]	nt	-4%	nt	-5%
25	NS(=O)(=O)c1ccc(NC(=O)CN2CCN(S(=O)(=O)/C=C/c3ccccc3)CC2)cc1	-14%[10 µM]	-12%	nt	-11%	6%	-1%	3%	-4%
26	Cc1nc(CS(=O)(=O)c2ccc(Cl)cc2)cc(N2CCOCC2)n1	-17%	4%	-10%	6%	-5%	3%	-10%	3%
27	Cc1nc2ccccc2nc1OCc1cccc([N+](=O)[O-])c1	21%[10 µM]	2%	0%	-14%	0%	-2%	6%	0%
28	CCN(CC)CCCN1C(=O)C(O)=C(C(=O)c2sc(C)nc2C)C1c1ccc(C)o1 (stereo not drawn)	-2%	3%	-6%	6%	-12%	-7%	-2%	-1%
29	COc1ccccc1-n1cnnc1SCC(=O)Nc1cccc(S(=O)(=O)N2CCCCC2)c1	15%[10 µM]	-23%	1%	5%	-1%	-6%	-6%	-1%
30	O=C(Cn1ncc2c(=O)oc3ccccc3c21)N1CCC(N2CCCCC2)CC1	-4%	-6%	2%	8%	-6%	-10%	-4%	-19%
31	CN1C2C=C3C(C#N)=C(N)C(C#N)(C#N)[C@@H](c4ccc(Cl)cc4)[C@@H]3C1CC2 (stereo partly drawn)	-7%	-19%	-4%	-13%	6%	?	-1%	?
32	NC(=O)C1CCN(C(=O)CCCCCn2c(=O)[nH]c3ccsc3c2=O)CC1	4%[10 µM]	0%	-7%	1%	4%	-6%	7%	-2%
33	CCOc1cc(N2CCOCC2)c(OCC)cc1NC(=O)CN1CCCC(C)C1 (stereo not drawn)	-1%[10 µM]	1%	-11%	-1%	-16%	-1%	-2%	8%
34	O=c1c(S(=O)(=O)c2ccc(Cl)cc2)cn(Cc2ccc(F)cc2)c2ccc(F)cc12	nt	?	nt	?	nt	?	nt	-7%
35	N#C/C(=C\N1CCOCC1)C(N)=O	4%[10 µM]	1%	nt	-5%	10%	-1%	3%	1%
36	CC(=O)OCCn1c(Br)nc2c1c(=O)[nH]c(=O)n2C	7%	1%	-1%	2%	7%	?	-2%	?
37	O=C1CCc2cc(S(=O)(=O)N3CCC(C(=O)NCc4ccccc4Cl)CC3)ccc2N1	-17%	-12%	?	-19%	11%	-9%	7%	-7%
38	Cc1ccc(OCC(=O)OCc2c(C)noc2C)cc1C	5%	-8%	-6%	2%	8%	-4%	1%	2%
39	CCCN1Cc2cccc(C(=O)Nc3ccc(C)cc3)c2C1=O	-7%	-6%	-1%	3%	-5%	-2%	0%	-5%
40	CN1CCN(/N=C/c2ccc(N(C)c3ccccc3)cc2)CC1	-40%[inhibitor]	-17%	-1%	-11%	-1%	-10%	-3%	6%

4 entries from above, as labelled records:
33) CCOc1cc(N2CCOCC2)c(OCC)cc1NC(=O)CN1CCCC(C)C1 (stereo not drawn)
  HTT cytoprotect: -1%[10 µM]	Tau fluor counter: 1%	GAA inh: -11%	GAA glycogen mod: -1%	aGal spleen mod: -16%	Tau ThT inhib: -1%	aGlu spleen mod: -2%	Tau FP inhib: 8%
34) O=c1c(S(=O)(=O)c2ccc(Cl)cc2)cn(Cc2ccc(F)cc2)c2ccc(F)cc12
  HTT cytoprotect: nt	Tau fluor counter: ?	GAA inh: nt	GAA glycogen mod: ?	aGal spleen mod: nt	Tau ThT inhib: ?	aGlu spleen mod: nt	Tau FP inhib: -7%
35) N#C/C(=C\N1CCOCC1)C(N)=O
  HTT cytoprotect: 4%[10 µM]	Tau fluor counter: 1%	GAA inh: nt	GAA glycogen mod: -5%	aGal spleen mod: 10%	Tau ThT inhib: -1%	aGlu spleen mod: 3%	Tau FP inhib: 1%
36) CC(=O)OCCn1c(Br)nc2c1c(=O)[nH]c(=O)n2C
  HTT cytoprotect: 7%	Tau fluor counter: 1%	GAA inh: -1%	GAA glycogen mod: 2%	aGal spleen mod: 7%	Tau ThT inhib: ?	aGlu spleen mod: -2%	Tau FP inhib: ?

Additional structures follow.
cpd	SMILES	HTT cytoprotect	Tau fluor counter	GAA inh	GAA glycogen mod	aGal spleen mod	Tau ThT inhib	aGlu spleen mod	Tau FP inhib
41	CN(c1ccc(OCC(=O)Nc2nc(-c3ccccc3)cs2)cc1)S(=O)(=O)c1ccc(F)cc1	31%[10 µM]	-25%	4%	0%	1%	6%	3%	?
42	O=C(CN(Cc1ccccc1)S(=O)(=O)c1ccc2c(c1)OCCO2)N/N=C/c1cccc(Br)c1	6%[10 µM]	?	-9%	-8%	10%	-7%	4%	-17%
43	CCCCOc1cccc(C(=O)NC(=S)Nc2cccnc2)c1	16%[10 µM]	2%	1%	8%	-4%	2%	-1%	3%
44	COc1ccc(O)c(-c2cc(-c3ccccc3[N+](=O)[O-])[nH]n2)c1	nt	?	2%	?	9%	?	4%	5%
45	Cc1ccc(NC(=O)Cc2nc(CCl)cs2)cc1	nt	2%	1%	-4%	9%	-12%	4%	3%
46	COC(=O)[C@H](CC(C)C)NC(=O)Nc1ccc(F)cc1	8%[10 µM]	0%	3%[15.4 µM]	6%	-9%	-2%	7%	6%
47	CCN(C(=S)NCc1ccccc1)c1ccccc1	-24%	-1%	1%	-10%	2%	5%	nt	-1%
48	CC1=NNC(=O)C1Oc1ccccc1 (stereo not drawn)	2%[10 µM]	-11%	nt	?	15%	-15%	0%	-5%
49	CCOc1cc(-c2noc(-c3ccncc3)n2)cc(Br)c1OC	-2%	-22%	0%	-5%	12%	-9%	2%	-4%
50	CN(C)c1ccc(P(=O)(OC2CCCCC2)C(O)c2cccnc2)cc1 (stereo not drawn)	-18%	-1%	1%	-5%	9%	-7%	5%	1%
51	Cc1ccccc1-c1noc(-c2cccnc2N2CCN(c3ccccc3)CC2)n1	nt	-11%	nt	-11%[76.3 µM]	nt	5%	nt	-4%
52	COc1ccc(/C=N/NC(=O)c2[nH]c(C)c(C(=O)N/N=C/c3ccc(OC)cc3)c2C)cc1	5%[10 µM]	-10%	0%	10%	2%	?	0%	-5%
53	C=CCn1c(Cc2ccccc2)n[nH]c1=S	1%[10 µM]	5%	6%	-9%	4%	3%	3%	11%
